Keap1-Nrf2 PPI – Keap1-Nrf2 protein-protein interaction inhibitors, primary screen, biochemical, fluorescence polarization, single point; Keap1 Kelch-Nrf2 peptide fluorescence polarization, 1536-well; inhibition, % at 9.4 µM; 340,000 compounds, 0.15% hits; AID 504523, 2011; in the data active means inhibition above about 12%;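 further: human Keap1 Kelch domain with fluorescein labeled Nrf2 9mer peptide probe; 0% = neutral control wells and 100% = peptide positive control; higher means more block of Keap1 binding to Nrf2 peptide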
Rtt109 Vps75 – inhibitors of C. albicans Rtt109/Vps75 HAT, primary screen, biochemical, ThioGlo CoA-SH fluorescence, plate reader; purified Rtt109/Vps75, 4 h; AID 540336, 2011; 330,000 compounds, 0.16% hits; inhibition, % at 34.9 µM; Histone acetyltransferase RTT109 (Candida albicans (strain SC5314 / ATCC MYA-2876)), …;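 active means inhibition of at least 50% in every replicate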
Target sequence (Q5AAJ8 whole entry, looked up): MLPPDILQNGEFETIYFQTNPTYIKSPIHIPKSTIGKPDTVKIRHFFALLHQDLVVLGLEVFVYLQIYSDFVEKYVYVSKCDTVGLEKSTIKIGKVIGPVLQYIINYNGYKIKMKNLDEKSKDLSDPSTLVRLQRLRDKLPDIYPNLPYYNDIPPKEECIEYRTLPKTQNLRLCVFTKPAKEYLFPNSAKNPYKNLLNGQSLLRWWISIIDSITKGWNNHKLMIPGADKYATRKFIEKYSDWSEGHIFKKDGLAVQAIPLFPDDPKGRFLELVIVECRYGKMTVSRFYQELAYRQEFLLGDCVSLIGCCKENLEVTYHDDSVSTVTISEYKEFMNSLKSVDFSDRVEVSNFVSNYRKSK
LANA DNA inh – inhibitors of KSHV C-LANA binding to DNA, primary screen, biochemical, fluorescence polarization, FAM-LBS DNA, MBP-C-LANA, single point; 340,000 compounds, 0.078% hits; AID 504423, 2011; Kaposi's sarcoma herpesvirus LANA C-terminal domain (residues 932-1162) DNA binding; inhibition, % at 9 µM;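 active means highest replicate inhibition at or above 60% at 9 µM, even if other replicates fall short; inactive means all replicates below 60% inhibition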;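 further: 0% = neutral control wells and 100% = 4 µM acridine orange control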
PKA-R2B act – activators of PKA-R2B holoenzyme, primary screen, biochemical, fluorescence polarization, Cy5-IP20, human | AID 504700, 2011 | 340,000 compounds, 0.079% hits | activation, % at 11.4 µM | PKA-R2B holoenzyme dissociation; R2B truncated from residue 108, S112A mutant; 0% DMSO only, 100% 113 µM cGMP;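 active means activation above a cutoff set at the mean over all compounds plus 3 SD, cut at about 18% in these data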;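 further: higher means more holoenzyme dissociation and a rise in polarization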
DAGLB inhibitor – DAGLB lipase inhibitors, primary screen, biochemical, fluorescence, HTS; Diacylglycerol lipase-beta (Homo sapiens), Q8NCG7; HEK293T DAGLB membrane lysate, EnzChek fluorogenic substrate; inhibition, % at 5.17 µM; 340,000 compounds, 0.059% hits; in the data active means inhibition above about 34%;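 further: 0% = enzyme with vehicle and 100% = wells lacking enzyme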
Target sequence (Q8NCG7 whole entry, looked up): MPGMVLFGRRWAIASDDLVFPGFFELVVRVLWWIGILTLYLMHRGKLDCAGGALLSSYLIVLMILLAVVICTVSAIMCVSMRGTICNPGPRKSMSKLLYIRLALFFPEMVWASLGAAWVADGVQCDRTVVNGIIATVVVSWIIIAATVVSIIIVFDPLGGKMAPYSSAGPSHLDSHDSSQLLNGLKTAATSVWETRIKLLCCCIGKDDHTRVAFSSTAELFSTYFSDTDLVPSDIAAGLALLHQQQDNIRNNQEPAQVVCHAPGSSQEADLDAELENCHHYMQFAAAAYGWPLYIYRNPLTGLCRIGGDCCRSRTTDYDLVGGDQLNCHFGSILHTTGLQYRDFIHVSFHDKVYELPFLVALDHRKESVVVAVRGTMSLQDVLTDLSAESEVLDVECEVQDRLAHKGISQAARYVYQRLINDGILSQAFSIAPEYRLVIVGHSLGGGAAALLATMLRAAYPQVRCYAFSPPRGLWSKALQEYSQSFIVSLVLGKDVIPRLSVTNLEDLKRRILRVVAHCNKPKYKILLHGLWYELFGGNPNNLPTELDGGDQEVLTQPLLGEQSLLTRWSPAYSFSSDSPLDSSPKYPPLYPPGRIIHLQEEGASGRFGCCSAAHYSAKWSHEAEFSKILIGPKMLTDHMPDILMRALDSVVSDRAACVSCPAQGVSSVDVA
Cardiac RTF inh – cardiac RTF calcium sensitivity inhibitors, primary screen, biochemical, IANBD-TnC fluorescence, EC70 calcium; IANBD-labeled cardiac RTF, Ca2+ fluorescence; inhibition, % at 7.15 µM; 340,000 compounds, 0.12% hits; AID 493244, 2011;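 active means inhibition above the mean inhibition of all tested compounds plus 3 SD, cut at about 17% in these data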;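 further: assay run at fixed EC70 calcium of 1.6 mM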
CAL PDZ FP-1 – untagged CAL PDZ binding inhibitors, primary screen, biochemical, fluorescence polarization, HTS; Golgi-associated PDZ and coiled-coil motif-containing protein (Homo sapiens), Q9HD26; purified CAL PDZ, TMR-peptide fluorescence polarization, 1 h; inhibition, % at 24.9 µM; 300,000 compounds, 0.92% hits; AID 602252, 2012;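 active means mean inhibition of at least 30% with at least half of replicates also reaching 30%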;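 further: 0% = DMSO neutral control and 100% = excess unlabeled competitor peptide PRC23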
SR-BI uptake up – activators of SR-BI mediated DiI-HDL uptake, primary screen, ldlA[mSR-BI] CHO cells, DiI fluorescence; activation, % at 12.5 µM; 320,000 compounds, 0.096% hits; 3 h; 100 = double the neutral-control signal;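 active means mean replicate activation of at least 60% and every replicate at or above 60%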;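 further: 0% = median plate neutral-control signal and 100% = twice that signal; values of inactives mirror those of a sister screen read the other way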
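Material: SR-BI-overexpressing, LDLR-lacking CHO cells; schedule: compound exposure 3 h, 37 °C; reagent: DiI-labelled HDL at 10 µg/mL final; technique: bottom-read fluorescence, 550/595 nm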
CAL PDZ FP-2 – CAL PDZ peptide-binding inhibitors, primary screen, biochemical, fluorescence polarization, Cer-tagged CAL PDZ, HTS; Golgi-associated PDZ and coiled-coil motif-containing protein (Homo sapiens), Q9HD26; purified CAL PDZ, TMR-peptide fluorescence polarization, 1 h; inhibition, % at 20 µM; 330,000 compounds, 0.02% hits; AID 504414, 2011;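 active means highest replicate inhibition of at least 40%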;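 further: plate controls were DMSO neutral control wells for no effect and unlabeled competitor peptide control wells for full effect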
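Assay system – tagged CAL PDZ protein CerCALP, purified · Timing – 1 h at RT · Compound – single point, 20 µM · Measured by – fluorescence polarization from S- and P-plane intensities, G-factor corrected · Evaluation – inhibition from polarization loss · Probe or stimulus – TMR reporter peptide T*-PRC34 · Buffer or medium – pH 7.4 phosphate-saline buffer, reducing agent, detergent, IgG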
RTF Ca sens act – cardiac RTF calcium sensitivity activators, primary screen, biochemical, IANBD-TnC fluorescence, EC20 calcium; Troponin I, cardiac muscle (Homo sapiens) + Troponin T, cardiac muscle (Homo sapiens) + …; 340,000 compounds, 0.24% hits; AID 493008, 2010; IANBD-labeled TnC RTF fluorescence at EC20 calcium; 0% EC20 calcium, 100% full calcium; activation, % at 7.2 µM;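 active means activation above the mean over all tested compounds plus 3 SD, cut at about 30% in these data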;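 further: rise in fluorescence read as greater calcium sensitivity of cardiac thin filaments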
An asterisk follows results filed as active; / = not tested or not shown.

SMILES	Keap1-Nrf2 PPI	Rtt109 Vps75	LANA DNA inh	PKA-R2B act	DAGLB inhibitor	Cardiac RTF inh	CAL PDZ FP-1	SR-BI uptake up	CAL PDZ FP-2	RTF Ca sens act
O=C(C[C@H]1C[C@H](C(=O)N2CCCCC2)[C@@]2(CCc3ccccc3)c3[nH]c4cc(-c5ccco5)ccc4c3CCN2C1=O)NCCC1=CCCCC1	-3	-1	-2.0	4	4	-9	-2	12	-0.6	-6
CN1CCC(N(C)CC(O)c2ccccc2)CC1 (stereo unspecified)	-5	12	-0.4	-19	2	-1	0	17	0.7	1
O=S(=O)(Cc1ccccc1)N1CCn2c(nc3ccccc32)C1	3	-7	0.8	-1	2	-4	2	7	-0.3	2
CC1CC(C)CN(CCCSc2ccccc2)C1 (stereo unspecified)	-3	2	1.3	6	-2	-1	-3	8	-1.1	6
O=c1[nH][nH]c(-c2ccccc2)c1C=Nc1ccc(F)cc1F	0	18	0.5	-3	-4	13	-1	1	-1.3	-2
CCC(C)NC(=O)CN1C(=O)NC2NC(=O)NC21 (stereo unspecified)	-2	-5	-0.3	4	-2	-13	-5	/	-1.9	-1
O=C(Nc1cccc(C(=O)N2CCCC2)c1)C1CCCCC1	-4	9	-1.4	-7	-2	-6	2	16	-0.4	-8
CC(C)CC(c1nnnn1C1CCCC1)N1CCN(C(=O)c2ccco2)CC1 (stereo unspecified)	-1	11	4.2	-10	-2	-7	-3	10	-0.1	0
CCOc1cc(/C=C2/C(=O)NN(c3cccc(Cl)c3)C2=O)ccc1O	-8	-7	-1.3	1	22	-10	/	-14	0.4	3
c1ccc(OCc2nnc3sc(-c4cccs4)nn23)cc1	4	2	-0.4	4	3	-10	10	8	-1.2	3
COc1cccc(Nc2ccc(-n3ccnc3)nn2)c1	-1	-5	0.2	-4	3	1	4	-12	-1.1	-2
O=C(CSc1nnc2ncccn12)Nc1cccc2ccccc12	0	15	-1.6	2	-3	8	-3	25	-2.8	1
CN(Cc1ccccc1)C(=O)c1ccc(S(=O)(=O)N(C)c2ccccc2)cc1	5	1	0.7	-10	-2	-6	/	18	-0.1	-2
Cc1nc(N2CCC(C)CC2)c2c(C)c(C(=O)O)sc2n1	4	9	1.3	-6	0	2	6	16	-2.9	0
COCCNC(=O)c1ccc(Cn2c(SCC(=O)NCC3CCCO3)nc3ccc(Br)cc3c2=O)cc1 (stereo unspecified)	-1	5	0.3	2	1	-9	/	-2	-0.5	5
COc1ccc(CCNC(=O)c2ccccc2NS(=O)(=O)c2c(F)cccc2F)cc1	1	-6	2.0	-8	7	-3	-4	-10	-2.3	-2
CC(=O)N1c2ccc(S(=O)(=O)N3CCCC(C(=O)N4CCCC(C)C4)C3)cc2CC1C (stereo unspecified)	-7	6	0.0	0	0	-2	/	9	-0.4	4
COCCCNC(=O)CN1C(=O)CSc2ccc(S(=O)(=O)N3CCOCC3)cc21	-5	-42	-1.3	-12	1	-6	-2	10	-2.2	8
CCOC(=O)/C=C1\SCC(=O)N1CC(=O)N1CCOCC1	0	2	-0.3	-2	-1	6	/	52	0.0	1
O=C(C[C@@H]1C/C=C/CC[C@@H](Cc2ccc(F)cc2)C(=O)O[C@H](c2ccccc2)CNC1=O)NCCO	-8	-2	-0.2	4	-1	-6	-4	0	0.5	3
N#CCc1ccc(NC(=O)c2ccc(S(=O)(=O)N3CCCC3)cc2)cc1	-4	9	-0.3	10	-3	9	-2	-17	-1.5	-3
O=C(O)CSc1nnc(Cc2ccccc2)n1-c1ccccc1	-3	14	0.6	-3	2	0	1	37	-0.3	-8
Cc1ccc(OCC(=O)Oc2c(C)cccc2C)cc1	0	11	-3.0	4	-12	-7	0	-29	-1.3	-3
Cc1ccc(NC(=O)CCn2c(=S)oc3ccccc32)cc1F	-5	-7	1.1	-6	-3	-9	0	-22	-2.1	12
CC(=O)Nc1ccc(S(=O)(=O)Nc2cccn(Cc3ccc(C)cc3)c2=O)cc1	3	-2	-1.9	5	0	-1	1	-13	-0.1	-2
SMILES	Keap1-Nrf2 PPI	Rtt109 Vps75	LANA DNA inh	PKA-R2B act	DAGLB inhibitor	Cardiac RTF inh	CAL PDZ FP-1	SR-BI uptake up	CAL PDZ FP-2	RTF Ca sens act
O=C(C(NS(=O)(=O)c1cccs1)c1ccccc1)N1CCN(c2ccccc2F)CC1 (stereo unspecified)	-3	9	-2.3	-12	0	12	-2	0	-1.5	6
O=C1OC(Cc2ccccc2)C(c2ccccc2)C1=O (stereo unspecified)	-3	4	0.2	-9	4	2	/	6	-0.2	-3
Cn1c(=O)c2[nH]c(CCCc3ccc([N+](=O)[O-])cc3)nc2n(C)c1=O	5	11	5.0	-3	5	-17	10	3	-0.4	1
COC(=O)C1(C)NC(c2ccc(O)cc2)C2C(=O)N(c3ccc(F)cc3)C(=O)C21 (stereo unspecified)	-3	9	0.6	-3	0	5	-2	23	-0.1	-8
COCC1CCN(C(=O)c2ccc(OC)c(OC3CCN(C(C)C)CC3)c2)CC1	-2	-7	-0.7	5	3	-5	-5	5	1.7	2
Cc1ccnc(NC(=O)c2ccc3c(c2)OCO3)c1	-3	10	-0.4	-11	-1	-8	4	4	-0.4	2
CC(C)C(=O)Nc1ccc(NC(=S)NC(=O)c2ccccc2F)cc1	-7	5	-1.1	2	-1	-2	-1	-38	-2.5	5
O=C(NC[C@H]1CCCO1)c1cccc2c1C(=O)c1ccc(-c3ccc(F)cc3OCc3ccccc3)cc1S2(=O)=O	-5	9	1.9	-10	2	-1	0	-61	-0.2	-6
CCc1ccc(-c2cc(C(=O)NN3CCOCC3)c3ccccc3n2)s1	-1	4	6.5	-10	-1	0	1	-20	0.6	-8
O=C(CCC(=O)Nc1cccc(C(F)(F)F)c1)NCC1CCCO1 (stereo unspecified)	-1	-3	-0.1	-8	-1	1	-4	12	0.3	-8
CC(C)c1nnc(NC(=O)CCC(=O)N2CCN(c3ccc(F)cc3)CC2)s1	3	9	-0.8	-10	-4	-1	1	2	-1.4	0
COc1ccc(C(=O)Cc2cc3ccccc3oc2=O)cc1	-1	/	-1.5	-3	-1	-6	-1	15	0.3	9
O=C(OCC(=O)N(C1CCCCC1)C1CCCCC1)c1ccncc1	1	-5	0.1	8	-4	-6	-3	17	-2.1	3
COC(=O)c1cc(OC)c(OC)cc1NC(=O)C1CCCO1 (stereo unspecified)	-3	5	1.3	2	0	0	0	28	-0.3	-1
O=C(O)c1cccc(CSc2ncn[nH]2)c1	-4	-4	-0.1	-6	-2	-16	/	/	-0.5	2
O=C(COc1c(Br)cc(Br)cc1Br)N/N=C/c1ccco1	-4	-1	-2.5	-5	2	-3	/	-22	-0.1	-1
COc1ccc(S(=O)(=O)n2cnc3ccccc32)c(C)c1	4	5	-3.5	-3	-1	3	4	-6	-1.0	0
N#C/C(=C/c1cn(-c2ccccc2)nc1-c1cccc(S(=O)(=O)N2CCOCC2)c1)C(=O)NCc1ccco1	1	-11	1.3	6	-4	-15	-1	-18	0.7	-7
Cc1ccccc1NC(=O)c1ccccc1NC(=O)c1ccccc1F	-3	-7	1.3	-7	-9	-8	9	-23	-0.4	-4
Cc1cc(-c2sccc2Br)nc(-n2cccc2)n1	-3	-6	2.3	0	-1	-11	2	-15	-4.7	10
COc1cccc(/C=C/C(=O)OCC(=O)NC2CC2)c1OC	-4	3	2.4	4	1	-1	/	10	0.5	-6
O=C(Nc1nnc(-c2cccs2)o1)c1cccc(F)c1	0	-6	-0.3	-5	2	-7	/	16	-0.3	-3
CCc1ccc(-c2cc(C)no2)cc1S(=O)(=O)N1CCN(c2ccccc2F)CC1	0	-3	1.5	-12	-1	-11	1	/	-2.3	3
COc1ccc(S(=O)(=O)N2CCN(c3ncccn3)CC2)cc1OC	-6	-4	2.0	-9	-2	-11	/	-6	0.2	1
Cc1cc2cc(C(c3nnnn3CC3CCCO3)N3CCCc4ccccc43)c(=O)[nH]c2cc1C (stereo unspecified)	-8	5	-1.3	-9	0	-18	0	25	0.1	14

Part of the list above, with bars between the fields.
canonical_smiles | Keap1-Nrf2 PPI | Rtt109 Vps75 | LANA DNA inh | PKA-R2B act | DAGLB inhibitor | Cardiac RTF inh | CAL PDZ FP-1 | SR-BI uptake up | CAL PDZ FP-2 | RTF Ca sens act
COc1ccc(S(=O)(=O)n2cnc3ccccc32)c(C)c1 | 4 | 5 | -3.5 | -3 | -1 | 3 | 4 | -6 | -1.0 | 0
N#C/C(=C/c1cn(-c2ccccc2)nc1-c1cccc(S(=O)(=O)N2CCOCC2)c1)C(=O)NCc1ccco1 | 1 | -11 | 1.3 | 6 | -4 | -15 | -1 | -18 | 0.7 | -7
Cc1ccccc1NC(=O)c1ccccc1NC(=O)c1ccccc1F | -3 | -7 | 1.3 | -7 | -9 | -8 | 9 | -23 | -0.4 | -4

(more compounds)
SMILES	Keap1-Nrf2 PPI	Rtt109 Vps75	LANA DNA inh	PKA-R2B act	DAGLB inhibitor	Cardiac RTF inh	CAL PDZ FP-1	SR-BI uptake up	CAL PDZ FP-2	RTF Ca sens act
O=C(NNC1=Nc2cccc3cccc1c23)c1ccc(Br)cc1	-1	-6	2.0	/	/	/	5	-47	1.5	/
COCCCN(C(=O)Cc1ccc(Cl)c(Cl)c1)c1c(N)n(Cc2ccccc2)c(=O)[nH]c1=O	-4	-16	-0.6	-1	6	-10	-1	/	-1.8	-2
Cc1ccc(S(=O)(=O)NC(=NCC(=O)O)c2ccc(F)cc2)cc1	0	6	1.0	-6	-2	5	-2	15	-0.3	3
COc1ccc(S(=O)(=O)N2CCN(S(=O)(=O)c3ccc4c(c3)OCCO4)CC2)cc1	0	1	-0.9	12	-1	-3	-2	11	-0.1	2
O=C(Nc1ccc2nc(C3CC3)n(Cc3ccccc3)c(=O)c2c1)C1CC1	3	-6	-0.7	0	-5	-12	-1	/	-1.5	0
O=C(NCCNC(=O)c1ccc(Cl)cc1Cl)c1ccccn1	-2	-6	-0.7	6	-1	-5	-3	/	-3.3	0
O=C1OCCC1Sc1nnnn1-c1ccc(Cl)cc1 (stereo unspecified)	-2	8	5.8	-7	-2	-4	-2	15	-0.8	1
COc1ccc(CNCc2ccc(C)cc2)c(OC)c1	-2	8	6.4	-3	-2	-2	3	6	-0.4	5

Source: PubChem
